Compound activity: PubChem BioAssay, NCI
Growth percent in the NCI-60 one-dose screen (48 h, 10 µM unless noted): 100 = growth as untreated, 0 = no growth, -100 = all killed.
MDA-MB-468 – MDA-MB-468 breast cancer | actives 8.5% (n = 78,000) | AID 2202374
MCF7 – MCF7 breast cancer; actives 6.3% (n = 82,000)
T-47D – T-47D breast cancer. actives 5% (n = 79,000). AID 1794792
MDA-MB-231 – MDA-MB-231 breast cancer. actives 5% (n = 81,000)
LOX IMVI – LOX IMVI melanoma. actives 7.4% (n = 79,000). AID 1794757
HS 578T – HS 578T breast cancer; actives 4.1% (n = 78,000); AID 1794788
BT-549 – BT-549 breast cancer. actives 4.4% (n = 78,000). AID 1794793
SK-MEL-28 – SK-MEL-28 melanoma; actives 4.1% (n = 81,000); AID 1794761
* hit, by the source's call; & = joins results of further samples. Rule for the calls: active = growth percent below 10; inactive = the rest.

N#C/C(=C\c1ccc(Br)cc1)n1nnc2ccccc21 was read as MDA-MB-468 6.9*, MCF7 14, T-47D 24, MDA-MB-231 0.3*, LOX IMVI -75*, HS 578T 19, BT-549 -1.5* and SK-MEL-28 6.5*.
For N#Cc1ccccc1NC(=O)c1cc(-c2ccc(F)cc2F)ccc1O the results were MDA-MB-468 68, MCF7 63, T-47D 48, MDA-MB-231 61, LOX IMVI 75, HS 578T 69, BT-549 105 and SK-MEL-28 89.
Screening Cc1ccc(S(=O)(=O)C(C)C(=O)Nc2ccc(S(N)(=O)=O)cc2)cc1 (stereo not drawn) returned MDA-MB-468 106, MCF7 98, T-47D 96, MDA-MB-231 102, LOX IMVI 97, HS 578T 109, BT-549 100 and SK-MEL-28 109.
`CCc1c(Nc2ccccc2C)nc(N)[nH]c1=O` gave MDA-MB-468 105, MCF7 97, T-47D 114, MDA-MB-231 114, LOX IMVI 107, HS 578T 115, BT-549 102 and SK-MEL-28 112.
Screening C1NNCC12CNNC2 returned MDA-MB-468 115, T-47D 99, MDA-MB-231 93, LOX IMVI 103, HS 578T 121 and BT-549 123.
Screening CCN(CC)CCOc1ccc(/C(=C(\C)c2ccc(Cl)cc2)c2ccc(Cl)cc2)cc1 returned MDA-MB-468 71, MCF7 35, T-47D 55, MDA-MB-231 84, LOX IMVI 35, HS 578T 78, BT-549 85 and SK-MEL-28 76.
`COc1cccc(-n2cc(-c3nc4ccccc4c(=O)[nH]3)nn2)c1` gave MDA-MB-468 104, MCF7 90, T-47D 62, MDA-MB-231 103, LOX IMVI 117, HS 578T 116, BT-549 102 and SK-MEL-28 102.
`O=C(O)c1ccc([N+](=O)[O-])cc1Sc1ccsc1` gave MDA-MB-468 100, MCF7 96, T-47D 95, MDA-MB-231 90, LOX IMVI 94, HS 578T 121 and SK-MEL-28 112.
`CN1CCN(C(=O)[C@@]2(C)CC[C@]3(C)CC[C@]4(C)C(=CC[C@@H]5[C@@]6(C)CCC(=O)C(C)(C)[C@@H]6CC[C@]54C)[C@@H]3C2)CC1` gave MDA-MB-468 65, MCF7 69, T-47D 64, MDA-MB-231 85, LOX IMVI 92, HS 578T 94, BT-549 86 and SK-MEL-28 95.
Screening COc1ccc(-c2nn(-c3cccc(Cl)c3)cc2C=C(C#N)C#N)cc1 returned MDA-MB-468 -2.8*, MCF7 -12*, T-47D 21, MDA-MB-231 -40*, LOX IMVI -66*, HS 578T 24, BT-549 -35* and SK-MEL-28 17.
O=c1nc(Nc2ccc(Cl)cc2O)sc2ccccc12 was read as MDA-MB-468 61, MCF7 53, T-47D 39, MDA-MB-231 84, LOX IMVI 67, HS 578T 72, BT-549 37 and SK-MEL-28 80.
Screening CCOC(=O)C1=C(SC)N=C2C(c3nc4ccccc4s3)=Cc3cc(Br)ccc3N2N=C1N returned MDA-MB-468 91, MCF7 64, T-47D 64, MDA-MB-231 78, LOX IMVI 91, HS 578T 106, BT-549 97 and SK-MEL-28 101.
COC(=O)C(N=Nc1ccccc1)C(C)=O (stereo not drawn) was read as MDA-MB-468 90, MCF7 99, T-47D 98, MDA-MB-231 113, LOX IMVI 105, BT-549 100 and SK-MEL-28 111.
CC(=O)c1cnn(-c2cc(=O)[nH]c3ccc(Cl)cc23)c1C was read as MDA-MB-468 100, MCF7 94, T-47D 103, MDA-MB-231 90, LOX IMVI 89, HS 578T 98, BT-549 102 and SK-MEL-28 107.
`OCc1cn(-c2ccnc3ccccc23)nn1` gave MDA-MB-468 102, MCF7 89, T-47D 107, MDA-MB-231 102, LOX IMVI 97, HS 578T 100, BT-549 124 and SK-MEL-28 104.
Screening CC[N+]1(CC)CC[N+]2(CCCC(C)CC2)CC1 (stereo not drawn) returned MDA-MB-468 108, MCF7 96, T-47D 103, MDA-MB-231 106, LOX IMVI 105, HS 578T 107, BT-549 113 and SK-MEL-28 104.
`Cc1cc(=O)n2c(-c3ccc(Cl)cc3)cnc2[nH]1` gave MDA-MB-468 96, MCF7 88, T-47D 84, MDA-MB-231 119, LOX IMVI 106, HS 578T 96, BT-549 94 and SK-MEL-28 109.
Screening Cc1ccc(-c2nc(SCC(=O)c3ccc(-c4ccccc4)cc3)[nH]c(=O)c2C#N)cc1 returned MDA-MB-468 95, MCF7 93, T-47D 99, MDA-MB-231 102, LOX IMVI 96, HS 578T 106, BT-549 89 and SK-MEL-28 109.
Screening O=C(c1ccccc1)N1CCCCC1 returned MDA-MB-468 102&106, MCF7 95&83, T-47D 97&108, MDA-MB-231 100&89, LOX IMVI 100&102, HS 578T 94&109, BT-549 105&95 and SK-MEL-28 111&108.
For COc1cc(Cl)cc(-c2nn(-c3cccc(NC(=O)c4cccc(C(F)(F)F)c4)c3)cc2-c2ccncc2)c1 the results were MDA-MB-468 47, MCF7 39, T-47D 37, MDA-MB-231 21, LOX IMVI 52, HS 578T 62, BT-549 89 and SK-MEL-28 70.
NC(=O)C(=Cc1ccc(Cl)cc1)C(N)=O was read as MDA-MB-468 3.1*, MCF7 34, T-47D 45, MDA-MB-231 80, LOX IMVI 57, HS 578T 90, BT-549 58 and SK-MEL-28 70.
`O=C(Nc1ccc(F)cc1)C(Sc1nc2ccccc2c(=O)[nH]1)c1ccccc1` (stereo not drawn) gave MDA-MB-468 81, MCF7 86, T-47D 78, MDA-MB-231 80, LOX IMVI 97, HS 578T 60, BT-549 106 and SK-MEL-28 108.
For C[N+](C)(C)CCS(=O)(=O)[O-] the results were MDA-MB-468 127, MCF7 98, T-47D 99, MDA-MB-231 106, LOX IMVI 103, HS 578T 105, BT-549 137 and SK-MEL-28 118.
For CN1C(=O)/C(=C\c2ccc(F)cc2)c2ccccc21 the results were MDA-MB-468 69, MCF7 45, T-47D 74, MDA-MB-231 86, LOX IMVI 76, HS 578T 74, BT-549 91 and SK-MEL-28 97.
COc1cc(/C=C/C(=O)c2ccccc2)cc(OC)c1OC was read as MDA-MB-468 65, MCF7 9.7*, T-47D 91, MDA-MB-231 79, LOX IMVI 3.0*, HS 578T 106, BT-549 72 and SK-MEL-28 82.
For COc1cc(-c2cc(C(=O)Nc3nc4cc(C)c(C)cc4s3)nc3cc(-c4ccccc4)nn23)cc(OC)c1OC the results were MDA-MB-468 101, MCF7 103, T-47D 111, MDA-MB-231 139, LOX IMVI 99, HS 578T 111, BT-549 110 and SK-MEL-28 101.
For Cc1cc(OCc2ccccc2)ccc1[N+](=O)[O-] the results were MDA-MB-468 110, MCF7 109, T-47D 93, MDA-MB-231 109, LOX IMVI 90, BT-549 81 and SK-MEL-28 116.
`O=C(CC1(O)C(=O)Nc2ccccc21)c1cc2ccccc2oc1=O` (stereo not drawn) gave MDA-MB-468 93, MCF7 66, T-47D 102, MDA-MB-231 102, LOX IMVI 91, HS 578T 103, BT-549 110 and SK-MEL-28 124.
`Cc1ccc2c(c1)S(=O)(=O)N(C)C(c1ccccc1)=C2` gave MDA-MB-468 99, MCF7 107, T-47D 101, MDA-MB-231 84, LOX IMVI 96, HS 578T 92, BT-549 102 and SK-MEL-28 106.
For COc1ccc(-c2nn(-c3cccc(NC(=O)Nc4ccccc4)c3)cc2-c2ccncc2)cc1Cl the results were MDA-MB-468 29, MCF7 0.3*, T-47D 31, MDA-MB-231 -9.5*, LOX IMVI 29, HS 578T 32, BT-549 -41* and SK-MEL-28 11.

Ordered by molecular weight (largest number first): 6 of the compounds above
For COc1cc(-c2cc(C(=O)Nc3nc4cc(C)c(C)cc4s3)nc3cc(-c4ccccc4)nn23)cc(OC)c1OC the results were MDA-MB-468 101, MCF7 103, T-47D 111, MDA-MB-231 139, LOX IMVI 99, HS 578T 111, BT-549 110 and SK-MEL-28 101.
For COc1ccc(-c2nn(-c3cccc(NC(=O)Nc4ccccc4)c3)cc2-c2ccncc2)cc1Cl the results were MDA-MB-468 29, MCF7 0.3*, T-47D 31, MDA-MB-231 -9.5*, LOX IMVI 29, HS 578T 32, BT-549 -41* and SK-MEL-28 11.
Screening Cc1ccc(-c2nc(SCC(=O)c3ccc(-c4ccccc4)cc3)[nH]c(=O)c2C#N)cc1 returned MDA-MB-468 95, MCF7 93, T-47D 99, MDA-MB-231 102, LOX IMVI 96, HS 578T 106, BT-549 89 and SK-MEL-28 109.
`O=C(CC1(O)C(=O)Nc2ccccc21)c1cc2ccccc2oc1=O` (stereo not drawn) gave MDA-MB-468 93, MCF7 66, T-47D 102, MDA-MB-231 102, LOX IMVI 91, HS 578T 103, BT-549 110 and SK-MEL-28 124.
Screening CC[N+]1(CC)CC[N+]2(CCCC(C)CC2)CC1 (stereo not drawn) returned MDA-MB-468 108, MCF7 96, T-47D 103, MDA-MB-231 106, LOX IMVI 105, HS 578T 107, BT-549 113 and SK-MEL-28 104.
Screening O=C(c1ccccc1)N1CCCCC1 returned MDA-MB-468 102&106, MCF7 95&83, T-47D 97&108, MDA-MB-231 100&89, LOX IMVI 100&102, HS 578T 94&109, BT-549 105&95 and SK-MEL-28 111&108.

Next part:
Screening COc1ccc(OC)c(-c2nc(SCC(=O)c3ccc(Br)cc3)nc(Nc3ccc(S(N)(=O)=O)cc3)c2C#N)c1 returned MDA-MB-468 44, MCF7 29, T-47D 71, MDA-MB-231 63, LOX IMVI 33, HS 578T 13, BT-549 49 and SK-MEL-28 58.
O=C(O)C1CCCCN1c1nc(Cl)nc(Cl)n1 (stereo not drawn) was read as MDA-MB-468 102, MCF7 100, T-47D 99, MDA-MB-231 110, LOX IMVI 96, HS 578T 103 and BT-549 103.
`COc1ccc(C(=O)CSc2nc(Nc3ccc(S(N)(=O)=O)cc3)c3ccccc3n2)cc1` gave MDA-MB-468 103, MCF7 94, T-47D 102, MDA-MB-231 104, HS 578T 117, BT-549 116 and SK-MEL-28 106.
`COC(=O)/C(CCC=C(C)C)=C1\[C@@H](OC(C)=O)C[C@@]2(C)[C@H]1C[C@@H](O)[C@H]1[C@@]3(C)CC[C@@H](OCCC#N)[C@@H](C)[C@@H]3CC[C@@]12C` gave MDA-MB-468 54, MCF7 53, T-47D 50, MDA-MB-231 78, LOX IMVI 77, HS 578T 78, BT-549 57 and SK-MEL-28 85.
CS(=O)(=O)Nc1ccc(C(=O)N/N=C/c2ccccc2O)cc1 was read as MDA-MB-468 76, MCF7 79, T-47D 82, MDA-MB-231 66, LOX IMVI 47, HS 578T 89, BT-549 73 and SK-MEL-28 63.
For COc1ccc(C2CC(=O)Nc3c2ncn3-c2ccc(Cl)cc2)cc1 (stereo not drawn) the results were MDA-MB-468 100, MCF7 92, T-47D 88, MDA-MB-231 90, LOX IMVI 99, HS 578T 110, BT-549 85 and SK-MEL-28 103.
For CN(C)c1ccc(C(=O)C(O)c2ccccc2Cl)cc1 (stereo not drawn) the results were MDA-MB-468 78, MCF7 99, T-47D 75, MDA-MB-231 78, LOX IMVI 94, BT-549 90 and SK-MEL-28 111.
`CC1=C/C(=C(/c2ccccc2S(=O)(=O)O)c2cc(C)c(O)c(CN(CC(=O)O)CC(=O)O)c2C)C(C)=C(CN(CC(=O)O)CC(=O)O)C1=O` gave MDA-MB-468 102, MCF7 100, T-47D 94, MDA-MB-231 102, LOX IMVI 98, HS 578T 95, BT-549 103 and SK-MEL-28 111.
`O=NN(CCF)C(=O)N[C@H]1CCCC[C@H]1O` gave MDA-MB-468 105, MCF7 99, T-47D 87, MDA-MB-231 107, LOX IMVI 95, HS 578T 117, BT-549 105 and SK-MEL-28 112.
`Cc1ccc2cccnc2c1NS(=O)(=O)c1ccc(Cl)cc1Cl` gave MDA-MB-468 62, MCF7 78, T-47D 76, MDA-MB-231 87, LOX IMVI 80, HS 578T 106, BT-549 102 and SK-MEL-28 104.
For N#Cc1c(-c2ccccc2)cc(-c2ccccc2)n(CCCC(=O)NO)c1=O the results were MDA-MB-468 33, MCF7 22, T-47D 19, MDA-MB-231 35, LOX IMVI 8.9*, HS 578T 20, BT-549 54 and SK-MEL-28 33.
CSc1nnc2c3cc(Cl)ccc3n(C)c2n1 was read as MDA-MB-468 106, MCF7 94, MDA-MB-231 100, LOX IMVI 93, HS 578T 104, BT-549 97 and SK-MEL-28 123.
O=S(=O)(c1ncsc1-c1ccccc1)N1CCN(c2cccc(Cl)c2)CC1 was read as MDA-MB-468 80, MCF7 84, T-47D 74, MDA-MB-231 99, HS 578T 117, BT-549 100 and SK-MEL-28 107.
